DAGLB inhibitor – DAGLB lipase inhibitors, primary screen, biochemical, fluorescence, HTS; HEK293T DAGLB membrane lysate, EnzChek fluorogenic substrate; inhibition, % at 5.17 µM; 340,000 tested, 0.059% active; Diacylglycerol lipase-beta (Homo sapiens), Q8NCG7; AID 504411, 2011; in the data active = inhibition above about 34%;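 note: 0% = enzyme with vehicle and 100% = wells lacking enzyme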
NSD2 HMT inh – NSD2 histone methyltransferase inhibitors, primary screen, biochemical, AlphaScreen, single concentration, set 2. inhibition, % at 12.5 µM. 310,000 tested, 0.54% active. NSD2 peptide methylation, 120 min. Histone-lysine N-methyltransferase NSD2 (Homo sapiens), O96028; in the data active = inhibition above about 50%
CAL PDZ FP-1 – CAL PDZ peptide-binding inhibitors, primary screen, biochemical, fluorescence polarization, Cer-tagged CAL PDZ, HTS; 330,000 tested, 0.02% active; inhibition, % at 20 µM; Golgi-associated PDZ and coiled-coil motif-containing protein (Homo sapiens), Q9HD26; purified CAL PDZ, TMR-peptide fluorescence polarization, 1 h; AID 504414, 2011;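 active = highest replicate inhibition of at least 40%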;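 note: plate controls were DMSO neutral control wells for no effect and unlabeled competitor peptide control wells for full effect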
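System: tagged CAL PDZ domain. Schedule: 1 h room-temperature incubation prior to read. Signal: fluorescence polarization (mP). Measure: percent inhibition from loss of millipolarization.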
RTF Ca sens inh – cardiac RTF calcium sensitivity inhibitors, primary screen, biochemical, IANBD-TnC fluorescence, EC70 calcium. AID 493244, 2011. IANBD-labeled cardiac RTF, Ca2+ fluorescence. Troponin I, cardiac muscle (Homo sapiens) + Troponin T, cardiac muscle (Homo sapiens) + …. 340,000 tested, 0.12% active. inhibition, % at 7.15 µM;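 active = inhibition above the mean inhibition of all tested compounds plus 3 SD, cut at about 17% in these data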;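 note: assay run at fixed EC70 calcium of 1.6 mM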
Pemphigus Ab inh – inhibitors of pemphigus antibody binding to DSG3, primary screen, biochemical, bead-based, flow cytometry, scFv-GFP | Desmoglein-3 (Homo sapiens), P32926 | DSG3-coupled beads, scFv-anti-DSG3-GFP binding; active compounds read low | binding (percent of control), % at 10 µM | 310,000 tested, 0.48% active;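 active = binding more than 3 SD below its plate's average and above zero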;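 note: hits lower antibody fragment binding to DSG3; some compounds called inactive have numbers as strong as hits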
V-ATPase pH – regulators of yeast V-ATPase proton pumping, primary screen, pHLuorin cytosolic pH fluorescence; S. cerevisiae; response, % at 10 µM; 350,000 tested, 0.37% active; AID 504577, 2011; in the data active = response mostly above about 7.3%, no sharp cut-off; inactive = mostly below about 5.4%; note: actives read high; inactives centre near 0; some compounds called inactive have numbers as strong as hits; reference of the scale not given here
CAL PDZ FP-2 – untagged CAL PDZ binding inhibitors, primary screen, biochemical, fluorescence polarization, HTS | AID 602252, 2012 | Golgi-associated PDZ and coiled-coil motif-containing protein (Homo sapiens), Q9HD26 | 300,000 tested, 0.92% active | inhibition, % at 24.9 µM | purified CAL PDZ, TMR-peptide fluorescence polarization, 1 h;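 active = mean inhibition of at least 30% with at least half of replicates also reaching 30%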;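 note: 0% = DMSO neutral control and 100% = excess unlabeled competitor peptide PRC23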
LANA DNA inh – inhibitors of KSHV C-LANA binding to DNA, primary screen, biochemical, fluorescence polarization, FAM-LBS DNA, MBP-C-LANA, single point. Kaposi's sarcoma herpesvirus LANA C-terminal domain (residues 932-1162) DNA binding. inhibition, % at 9 µM. 340,000 tested, 0.078% active. AID 504423, 2011;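 active = highest replicate inhibition at or above 60% at 9 µM, even if other replicates fall short; inactive = all replicates below 60% inhibition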;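 note: 0% = neutral control wells and 100% = 4 µM acridine orange control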
Keap1 Nrf2 FP – Keap1-Nrf2 protein-protein interaction inhibitors, primary screen, biochemical, fluorescence polarization, single point. AID 504523, 2011. inhibition, % at 9.4 µM. 340,000 tested, 0.15% active. Keap1 Kelch-Nrf2 peptide fluorescence polarization, 1536-well. Kelch-like ECH-associated protein 1 (Homo sapiens), Q14145; in the data active = inhibition above about 12%;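 note: human Keap1 Kelch domain with fluorescein labeled Nrf2 9mer peptide probe; 0% = neutral control wells and 100% = peptide positive control; higher means more block of Keap1 binding to Nrf2 peptide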
Arrestin-AP2 inh – inhibitors of beta-arrestin/AP2 binding, primary screen, biochemical, GPCR trafficking, flow cytometry | beta-arrestin 1 C-terminal peptide binding to AP2 beta2-adaptin appendage (human) | FITC-arrestin peptide / GST-AP2 beads; AP2 beta2 appendage carries R879A mutation | inhibition, % at 10 µM | 340,000 tested, 0.31% active;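 active = inhibition above a set limit, near 3 SD of compounds lacking own fluorescence, cut at about 54% in these data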;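 note: plate controls were DMSO wells for no effect and 5 µM unlabelled arrestin peptide for full effect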
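Material – GST-tagged AP2 beta2-adaptin appendage (R879A) on 4 µm glutathione beads · Probe or stimulus – fluorescein-tagged arrestin peptide at 50 nM final · Timing – 12 min plus 1 h, RT · Detection – bead flow cytometry, FITC channel · Read-out basis – inhibition as reduced fluorescein signal on beads, percent · Medium – PBS plus Tween 20 (0.05%) and BSA (0.1%)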
Active calls of the source: *; · = no result given; & = joins results of further samples. This is a subset; count on the stated rates, not on these rows.

Second line of a record – DAGLB inhibitor, NSD2 HMT inh, CAL PDZ FP-1, RTF Ca sens inh, Pemphigus Ab inh, V-ATPase pH, CAL PDZ FP-2, LANA DNA inh, Keap1 Nrf2 FP, Arrestin-AP2 inh
> c1cncc(-c2nc(-c3ccco3)cs2)c1
 : 2, 1, 0.0, -13, 105, 1, 0, 0.7, 3, 1
> Cc1nn(C)cc1C(C(=O)NC1CCCCC1)N(C(=O)Cn1nnc2ccccc21)c1ccc(F)cc1 (configuration not stated)
 : 4, -2, 0.3, 2, 99, -1, -4, 0.8, 3, 0
> COc1cc(NC(=O)c2c(F)cccc2F)nc(OC)n1
 : -2, 1, -0.9, -5, 101, 1, ·, -1.8, -4, 1
> ClCC1NCC(c2ccccc2Cl)c2c1[nH]c1ccccc21 (configuration not stated)
 : 0, -28, -15, -33, 148, 1, 4, -2.2, -3, 8
> CCOC(=O)c1cc2sccc2n1Cc1ccccc1
 : -7, 3, ·, -2, 100, -6, -3, 0.2, 10, 7
> N=c1oc2ccccc2cc1C(=O)N/N=C/c1ccccc1
 : -1, 0, -0.7, -1, 107, -7, 11, 2.4, -1, 10
> CC1CCC2C(=O)N(c3ccc(C(=O)NCc4ccccc4)cc3)C(=O)C2C1 (configuration not stated)
 : 1, -2, -0.1, 7, 104, -1, -19, 1.2, 1, 5
> O=C(NCCc1ccccc1)C(=O)NCC1OCCCN1S(=O)(=O)c1ccc(F)cc1 (configuration not stated)
 : 0, -1, 1.0, 2, 102, 7, -3, -0.4, -1, -3
> O=C(Cn1c(=O)oc2ccccc21)Nc1nc(-c2ccccc2)cs1
 : -4, ·, -1.5, -4, 107, 1, -1, -1.9, -2, 41
> COc1cc2c(cc1OC)CN(Cc1ccc(OC)c(C)c1OC)CC2
 : 0, 2, -0.3, -4, 102, 3, -5, 1.0, -3, -3
> COc1cccc(NC(=O)C(=O)NCCCN2CCCC2=O)c1
 : -2, 39, -0.1, -1, 100, 12, -15, -0.3, 1, 24
> N#CCC(=O)Nc1ccc(C(=O)NNC(=O)CCN2CCN(c3ccccc3)CC2)cc1
 : 1, 1, -0.3, -14, 104, 9, ·, -1.8, 0, -11
> COc1ccc(-c2cnc[nH]2)cc1
 : 2, 2, -1.1, -7, 121, -2, -7, -0.1, -8, -9
> O=C(CNC(=O)c1ccccc1)OCC(=O)c1c[nH]c2ccccc12
 : -3, -1, 0.7, -10, ·, 0, 14, 2.3, -3, -1
> Cc1nc(CCN2C(=O)c3ccccc3C2=O)n[nH]1
 : 0, 6, -0.5, -2, ·, -6, 1, 1.1, -5, 5
> Cc1cc(NC(=O)c2ccccc2Cl)no1
 : 2, 8, -0.9, -3, 122, 1, -2, 1.9, -4, -10
> Nc1sc(-c2ccccc2)n[n+]1Cc1cccc2cccnc12
 : -2, 1, -1.1, -5, 87, 1, 17, -0.2, -2, -4
> COc1ccc(C2CC(c3ccccc3OC(C)=O)=NN2C(=O)/C=C/c2ccccc2)cc1OC (configuration not stated)
 : -1, 0, -1.6, -5, 106, 1, -3, -0.7, -2, 1
> CCOc1cc(/C=N/NC(=O)c2cc(-c3cccc(OC)c3)nc3ccccc23)ccc1O
 : ·, 4, ·, ·, 105, -2, ·, ·, ·, 40
> CN(C(=O)COC(=O)c1c[nH]c2ccccc12)c1ccccc1
 : 0, 0, ·, ·, 102, 3, ·, ·, ·, ·
> CCCSc1cc(NCCOC(C)=O)c([N+](=O)[O-])c2nonc12
 : -2, -1, -1.2, -14, 95, 3, 1, -7.1, 6, 40
> COc1ccc(CCNC(=O)c2ccc3c(SCC(=O)O)c4c(nc3c2)CCCC4)cc1OC
 : 1, 12, -2.2, 0, 96, 1, -1, -0.4, -7, 18
> CCn1c(SCC(N)=O)nnc1-c1ccc(OC)c(OC)c1
 : 3, -2, 0.2, 4, 99, -2, 4, -0.3, -4, 0
> O=c1c2ccccc2cnn1Cc1cccc(Br)c1
 : -6, 1, -2.4, -1, 96, 3, -4, -0.7, -1, 34
> S=c1[nH]ncn1NCc1ccc(Cl)cc1Cl
 : 1, 2, 0.9, -19, 98, -1, -2, -0.8, -6, -15
> Oc1c(Br)cc(Br)cc1CNc1nccs1
 : -2, -4, -1.1, -3, 95, 0, 0, 0.8, -3, 10
> COc1cc([N+](=O)[O-])ccc1NC(=O)CN1CCCC1
 : -2, 0, -0.2, -7, 117, -2, -3, 0.4, -3, 17
> CCN(CC(=O)NCc1ccc(Cl)cc1)C(=O)c1ccc(C#N)cc1
 : -2, 3, -0.3, -11, 97, -1, ·, 0.9, 3, -19
> Cc1c(Br)c([N+](=O)[O-])nn1CC(=O)N1CCc2ccccc2C1
 : 2, -3, -3.9, 4, 80, 3, -14, 1.7, 6, 2
> Cc1ccc(OCC(=O)N(Cc2cccc(Cl)c2)C2CCS(=O)(=O)C2)cc1C (configuration not stated)
 : -1, -7, -2.7, -7, 104, 2, -5, -0.1, 2, -1
> Cc1cc(C(=O)COc2cc(F)ccc2[N+](=O)[O-])c(C)n1CC1CCCO1 (configuration not stated)
 : -4, 3, 0.8, 1, ·, -1, -6, -0.5, 1, -4
> O=C(c1cc2ccccc2oc1=O)N1CCN(S(=O)(=O)c2ccccc2)CC1
 : 3, 1, -0.7, -4, 107, 6, -1, -0.8, -1, -11
> CCOP(=O)(OCC)C(C)(C)NC(=O)c1cc([N+](=O)[O-])cc([N+](=O)[O-])c1
 : 1, 3, -3.9, 2, ·, -1, -4, -0.4, -2, -2
> CCc1cc(-c2n[nH]c(C)c2-c2nc(C)cs2)c(O)cc1OC
 : 1, 2, -0.7, -3, 96, 0, 5, -1.2, 4, 34
> Cc1nn(Cc2nnc(SCC(=O)Nc3ccc(Cl)cc3)n2C)c(C)c1[N+](=O)[O-]
 : ·, -4, -0.3, ·, 101, 3, ·, -1.5, 4, 2
> CC(O)CNc1ncnc2cc(-c3ccc(F)cc3)sc12 (configuration not stated)
 : 2, 1, -4.0, 4, 97, -1, -3, 0.1, -1, 12
> Cc1[nH]c2ccccc2c1/C=N/NC(=O)C1CC1(c1ccccc1)c1ccccc1 (configuration not stated)
 : 2, -1, -1.1, -4, 131, -3, -1, -4.0, -7, -2
> O=C(NCCc1c[nH]c2ccccc12)C(=O)NCC(c1cccnc1)N1CCN(c2ccccc2)CC1 (configuration not stated)
 : 8, ·, -0.3, -3, 103, -9, -3, 0.8, 3, 8
> C#CCONC(=O)c1cc(OCC(F)(F)F)ccc1OCC(F)(F)F
 : 1, -1, -0.8, -8, 100, 4, -1, 0.3, 6, 0
> O=C(NC1CCCCC1)c1ccc(-c2ccccc2[N+](=O)[O-])o1
 : -1, 8, -1.4, -5, 112, -1, -4, 0.7, 3, 48
> CC1CCCN(CCCNC(=O)c2ccc3c(c2)N(Cc2ccccc2F)C(=O)c2ccccc2S3(=O)=O)C1 (configuration not stated)
 : 3, 7, -3.1, -1, 103, 1, -5, -0.8, 6, 59*
> O=C(NCc1ccc2c(c1)OCO2)C1CC(=O)N(C2CCCC2)C1 (configuration not stated)
 : 0, -1, -0.6, 2, 101, 1, 0, -1.2, -9, 14
> O=C(Nc1cccnc1Cl)c1cc(-c2ccc(F)cc2)on1
 : -2, -2, -1.1, 3, ·, -1, ·, -1.2, 0, 1
> C[C@H](CCC(=O)O)[C@H]1CC[C@H]2[C@@H]3CC[C@@H]4C[C@H](O)CC[C@]4(C)[C@H]3C[C@H](O)[C@]12C
 : 5&5&3, ·, -0.5&-0.7&-5.8, 10&6&-1, 96&98&104, -5&-4&7, -1&-5&2, 0.6&-1.3&-0.6, 3&4&3, -5&-11&12
> Cc1nc2ccccc2n1CCOc1ccccc1
 : -1, 10, ·, -4, 100, 3, -1, -1.5, 2, 0
> CCOC(=O)CCSc1nc(C)c2cc(OC)ccc2n1
 : -4, -7, -0.2, 3, 111, -2, -3, -1.9, 2, 8
> Cc1nn(-c2ccccc2)c2sc(C(=O)n3cccn3)cc12
 : 1, 1, -0.5, -9, 114, 1, 0, -2.5, -1, -2
> CCOc1ccc(Nc2nc(N(C)c3ccccc3)nc(N)c2[N+](=O)[O-])cc1
 : -4, -1, 1.6, -4, 88, 1, 5, -0.1, 2, 10
> COc1ccc(CCN(C)C(=O)C(CCSC)NC(=O)c2ccco2)cc1OC (configuration not stated)
 : 0, -1, -1.2, -4, 101, 0, -5, 2.4, -5, -16

In the list so far, these contain a nitro group on carbon:
Second line of a record – DAGLB inhibitor, NSD2 HMT inh, CAL PDZ FP-1, RTF Ca sens inh, Pemphigus Ab inh, V-ATPase pH, CAL PDZ FP-2, LANA DNA inh, Keap1 Nrf2 FP, Arrestin-AP2 inh
> CCCSc1cc(NCCOC(C)=O)c([N+](=O)[O-])c2nonc12
 : -2, -1, -1.2, -14, 95, 3, 1, -7.1, 6, 40
> COc1cc([N+](=O)[O-])ccc1NC(=O)CN1CCCC1
 : -2, 0, -0.2, -7, 117, -2, -3, 0.4, -3, 17
> Cc1c(Br)c([N+](=O)[O-])nn1CC(=O)N1CCc2ccccc2C1
 : 2, -3, -3.9, 4, 80, 3, -14, 1.7, 6, 2
> Cc1cc(C(=O)COc2cc(F)ccc2[N+](=O)[O-])c(C)n1CC1CCCO1 (configuration not stated)
 : -4, 3, 0.8, 1, ·, -1, -6, -0.5, 1, -4
> CCOP(=O)(OCC)C(C)(C)NC(=O)c1cc([N+](=O)[O-])cc([N+](=O)[O-])c1
 : 1, 3, -3.9, 2, ·, -1, -4, -0.4, -2, -2
> Cc1nn(Cc2nnc(SCC(=O)Nc3ccc(Cl)cc3)n2C)c(C)c1[N+](=O)[O-]
 : ·, -4, -0.3, ·, 101, 3, ·, -1.5, 4, 2
> O=C(NC1CCCCC1)c1ccc(-c2ccccc2[N+](=O)[O-])o1
 : -1, 8, -1.4, -5, 112, -1, -4, 0.7, 3, 48
> CCOc1ccc(Nc2nc(N(C)c3ccccc3)nc(N)c2[N+](=O)[O-])cc1
 : -4, -1, 1.6, -4, 88, 1, 5, -0.1, 2, 10

Screens as filed in PubChem BioAssay.
